# Assay outcomes as filed in PubChem BioAssay.
# STK33 kinase inh = human STK33 kinase inhibition; Q9BYT3; purified STK33, MBP phosphorylation, ADP-Glo luminescence; inhibition, % at 10 µM; 0.073% of 320,000 active; AID 2661;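 active = inhibition at or above 25%, using the most active replicate where run in duplicate; inactive = inhibition below 25%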
# Target sequence (Q9BYT3 whole entry, looked up): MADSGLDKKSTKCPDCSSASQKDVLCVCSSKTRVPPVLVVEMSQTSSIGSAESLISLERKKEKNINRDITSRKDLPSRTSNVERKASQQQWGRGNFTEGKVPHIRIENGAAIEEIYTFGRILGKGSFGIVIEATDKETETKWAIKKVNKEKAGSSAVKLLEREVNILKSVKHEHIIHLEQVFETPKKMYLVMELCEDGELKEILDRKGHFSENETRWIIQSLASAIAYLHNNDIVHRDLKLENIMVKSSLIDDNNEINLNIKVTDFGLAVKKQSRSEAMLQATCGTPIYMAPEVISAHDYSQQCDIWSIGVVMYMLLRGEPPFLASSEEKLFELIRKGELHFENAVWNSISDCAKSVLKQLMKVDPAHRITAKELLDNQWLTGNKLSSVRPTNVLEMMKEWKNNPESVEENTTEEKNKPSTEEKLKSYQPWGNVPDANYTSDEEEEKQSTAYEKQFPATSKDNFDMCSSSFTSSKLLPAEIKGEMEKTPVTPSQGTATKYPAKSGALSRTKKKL
# Kir21 inh = inhibitors of mouse Kir2.1 inward-rectifier potassium channel; P35561; HEK293-Kir2.1, FluxOR thallium flux fluorescence; active compounds read low; B-score at 10 µM; 0.85% of 310,000 active; AID 1672;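 active = fluorescence ratio B-score at or below minus 3 SD of library scores, with starting-brightness B-score within 2 SD, cut at about -4.2 in these data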;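 note: channel flux triggered by added potassium and thallium sulfate stimulus; B-score of peak minus minimum fluorescence over baseline after thallium stimulus; more negative B-score means stronger Kir2.1 block with less thallium influx; some compounds called inactive have numbers as strong as hits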
# Target sequence (P35561 whole entry, looked up): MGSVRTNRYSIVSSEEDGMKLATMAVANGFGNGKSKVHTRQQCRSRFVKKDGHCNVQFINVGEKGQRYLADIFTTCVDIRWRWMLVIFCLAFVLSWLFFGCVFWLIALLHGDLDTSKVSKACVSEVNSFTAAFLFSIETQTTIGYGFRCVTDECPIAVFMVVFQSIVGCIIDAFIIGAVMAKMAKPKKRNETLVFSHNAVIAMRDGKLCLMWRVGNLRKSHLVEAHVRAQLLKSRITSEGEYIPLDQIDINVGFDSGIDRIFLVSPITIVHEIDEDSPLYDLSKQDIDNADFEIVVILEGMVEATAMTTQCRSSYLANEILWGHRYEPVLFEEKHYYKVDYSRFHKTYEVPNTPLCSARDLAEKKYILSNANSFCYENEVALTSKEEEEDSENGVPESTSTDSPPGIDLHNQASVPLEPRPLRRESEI
# Starred values were filed as active, the others as inactive; nt = no result given.
# Under each structure: STK33 kinase inh | Kir21 inh
- COc1ccc(C2CC(c3cccs3)=NN2C(=O)c2ccccc2)cc1OC (stereo not given)
→ -0.5 | -1.1
- O=c1c2ccccc2oc2cc(NCCCn3ccnc3)ccc12
→ 12 | 0.57
- CC(=O)c1cccc(NC(=O)Cn2cnc(S(=O)(=O)N3CCOCC3)c2)c1
→ 1.0 | -0.73
- Cc1ccc(NC(=O)c2ccc(-n3cncn3)c([N+](=O)[O-])c2)cc1
→ -1.4 | 0.95
- O=C(NCc1ccncc1)c1cccc(Cn2cc(Br)cn2)c1
→ -1.1 | 0.08
- CCOC(=O)C1CCCN(S(=O)(=O)c2ccc3c(c2)CC(C)N3C(=O)C2CC2)C1 (stereo not given)
→ -1.8 | 2.2
- Cc1ccc(C)c(OCc2cc(C(=O)N3CC[C@@H]4CCCC[C@H]4C3)no2)c1
→ 0.7 | 0
- COc1ccccc1CNC(=O)Cn1cc2c(n1)CCCC2
→ -0.9 | 0.25
- Oc1ccc(Nc2nc3ccccc3nc2Nc2ccc(O)cc2)cc1
→ 2.6 | -1.3
- Cc1occc1C(=O)N/N=C/C=C/c1ccccc1[N+](=O)[O-]
→ -1.4 | -0.4
- O=C(Nc1cnn(Cc2ccc(F)cc2)c1)c1cnn2c(C(F)F)cc(-c3ccccc3)nc12
→ -0.7 | -0.46
- COCCNC(=O)CSc1nc2cc(OC)c(OC)cc2c(=O)n1CCc1ccc(S(N)(=O)=O)cc1
→ 0.2 | 1.2
- CCN(CC)c1ccc(/C=C(\C#N)C(=O)NCc2ccco2)cc1
→ 0.7 | nt
- Cc1cc(Cl)ccc1NC(=S)NCC(O)c1ccccc1 (stereo not given)
→ -0.5 | -1.7
- COc1ccccc1/C=C/C(=O)NC(=S)Nc1ccc(S(=O)(=O)N(C)c2ccccc2)cc1
→ -1.5 | 0.79
- CCOc1ccccc1C(=O)NC(C(=O)OCC(=O)Nc1nnc(-c2ccccc2)o1)C(C)C (stereo not given)
→ 0.6 | -0.96
- Cc1cc(OCC(=O)N(C)c2ccccc2)cc2c1C(=O)CC(C)(C)O2
→ 0.2 | 0.72
- NC(=O)CSc1cn(Cc2cccc(F)c2)c2ccccc12
→ 1.3 | -0.03
- Cn1c(SCc2ccccc2)nnc1-c1cccs1
→ 0.8 | -1.3
- COc1ccc(C)cc1N(CC(=O)NC1CCCC1)C(=O)Cn1nnc(-c2ccc(C)o2)n1
→ nt | -0.86
- CC(=O)Nc1ccc(SCC(=O)c2cc(C)ccc2C)cc1
→ -0.4 | -0.82
- COc1ccc(NC(=O)COc2ccc(N(C)S(=O)(=O)c3ccc(Cl)cc3)cc2)cc1OC
→ 4.2 | 2.2
- COC(=O)c1ccc(NC(=O)C2CC(=O)N(c3cc(C)ccc3C)C2)cc1 (stereo not given)
→ -1.2 | 0.07
- CC(CNC(=O)C(=O)NC(C)CCc1ccccc1)Cc1ccccc1 (stereo not given)
→ 0.3 | 0.77
- COc1ccc(CN(C)C(=O)c2cccc(NS(=O)(=O)c3ccccc3)c2)c(OC)c1
→ -0.2 | -0.51
- Cc1oc2cc(OC(C)C(=O)O)ccc2c(=O)c1Oc1ccccc1 (stereo not given)
→ -0.1 | -0.66
- O=C(NC1CCCCC1)N1CCCC1
→ -1.3 | -1.6
- O=C(Cn1c2ccccc2c(=O)c2ccccc21)Nc1cccc(F)c1
→ -0.4 | -0.09
- O=C1CC(C(=O)O)S/C(=N\NC(=O)c2ccc(F)cc2)N1 (stereo not given)
→ -2.2 | 0.56
- O=C(COc1cccc(NC(=O)c2cccc([N+](=O)[O-])c2)c1)c1ccc(F)cc1
→ 1.1 | 0.27
- CCOC(=O)N1CCN(C(=O)c2ccc(Cl)c(S(=O)(=O)N3CCOCC3)c2)CC1
→ -1.3 | -1.6
- CCC(C)c1ccc(O)c(NC(=O)c2ncn[nH]2)c1 (stereo not given)
→ -2.5 | 0.95
- CNc1nc(N)c(C(=O)C23CC4CC(CC(C4)C2)C3)s1
→ -1.2 | 0.26
- O=C(CSc1nc2nn(-c3ccccc3)c(=O)c-2c2n1CCCCC2)c1ccc(O)c(O)c1
→ -0.4 | nt
- c1cncc(-c2nc(-c3ccc4c(c3)OCO4)cs2)c1
→ 0.7 | 1.1
- O=C(CSc1nc2[nH]ncc2c(=O)n1-c1ccccc1)NCc1cccs1
→ 0.2 | -2.2
- COCc1cc(C)n(CC(=O)Nc2ccc(N3CCOCC3)c(Cl)c2)c(=O)c1C#N
→ -0.8 | 0.05
- O=C(Nc1ccc(N2CCN(C(=O)c3ccco3)CC2)cc1)c1ccccc1F
→ -2.7 | 2
- O=C1/C(=C\c2cccnc2)Sc2ccccc21
→ 1.5 | -0.13
- COc1ccccc1NC(=O)NCCc1ccccc1
→ -0.4 | 0.97

# Complete entries from above. Order of values: STK33 kinase inh	Kir21 inh
# Cc1cc(OCC(=O)N(C)c2ccccc2)cc2c1C(=O)CC(C)(C)O2 in the list: 0.2	0.72
# Cc1cc(Cl)ccc1NC(=S)NCC(O)c1ccccc1 (stereo not given) in the list: -0.5	-1.7
# Oc1ccc(Nc2nc3ccccc3nc2Nc2ccc(O)cc2)cc1 in the list: 2.6	-1.3

# Continued:
# Under each structure: STK33 kinase inh | Kir21 inh
- CCOC(=O)N1CCC(NC(=O)c2ccc(N3CCC4(CC3)OCCO4)c([N+](=O)[O-])c2)CC1
→ -1.2 | 1.6
- COc1ccc(NC(=S)NNC(=O)CNc2ccc(Cl)cc2)cc1
→ 0.4 | 0.81
- Cc1ccc(S(=O)(=O)NC(C)(C)CSc2nnc(Nc3ccccc3)s2)cc1
→ nt | 0.1
- O=C(Nc1ccnn1C1CCN(Cc2ccn[nH]2)CC1)c1ccccc1
→ -1.0 | 1.7
- COC(=O)c1ccc(-c2noc(CN3CCCCC3c3nccn3C)n2)cc1 (stereo not given)
→ 0.6 | -1.7
- O=C(NNC1=NCCC1)c1cccc(S(=O)(=O)N2CCCCC2)c1
→ -1.8 | 0.56
- Cc1cc(Cl)ccc1NC(=O)c1ccc2c(c1)OCO2
→ -1.7 | 1.3
- COc1cc(CNCc2ccccn2)ccc1OCC(N)=O
→ 5.8 | 2.1
- CC(C)CN(C(=O)COC(=O)C1c2ccccc2Oc2ccccc21)C1CCS(=O)(=O)C1 (stereo not given)
→ -0.1 | nt
- COc1cccc(N(C(=O)c2nc3nccc(C)n3n2)c2nc3ccccc3s2)c1
→ 3.9 | -0.02
- Cc1cc(C(=O)COc2ncnc3sccc23)c(C)n1C1CC1
→ -0.6 | 0.43
- O=C(OCCCN1C(=O)c2ccccc2C1=O)c1ccco1
→ -0.2 | 0.11
- CC1=CC(C)(C)Nc2ccc(C)cc21
→ -0.8 | 0.03
- O=C(O)Cc1ccc(O)cc1
→ -0.6 | -1.5
- O=C(Nc1ccc2c(c1)OCO2)N1CCN(C/C=C/c2ccccc2)CC1
→ 5.4 | 1
- CCCN1CCC(=O)N([C@H](COc2ccccc2)Cc2ccccc2)CC1
→ -0.6 | -1
- COc1cc(OC)cc(-c2nc3ccccc3c(=O)n2OC(=O)c2ccc(C)c(C)c2)c1
→ -0.4 | 0
- O=C(NCCCN=C1NS(=O)(=O)c2ccccc21)c1ccc(F)cc1
→ -2.2 | 1.6
- O=C(CCNS(=O)(=O)c1ccc(OC(F)(F)F)cc1)NCCc1c[nH]c2ccccc12
→ -2.1 | nt
- C[C@H](CO)N1C[C@H](C)[C@@H](CN(C)C(=O)Nc2ccccc2)Oc2ccc(NC(=O)CCC(F)(F)F)cc2C1=O
→ -0.8 | nt
- CCOc1ccc(-n2c(C)c(C(C)=O)c3cc(OC(C)=O)ccc32)cc1
→ 0.0 | -0.07
- Cc1cc(C)n(-c2nc3c(c(=O)[nH]c(=O)n3C)n2CC(O)COc2ccc(Cl)cc2Cl)n1 (stereo not given)
→ -1.4 | 0.7
- COc1ccc(CN(C(=O)c2oc3ccccc3c2C)C2CCS(=O)(=O)C2)cc1 (stereo not given)
→ -0.7 | 0.58
- CC12CCC(C(=O)Nc3cccc(Cl)c3Cl)([C@H](Br)C1=O)C2(C)C (stereo not given in full)
→ -0.5 | 0.25
- O=c1[nH]cnc(O)c1C(c1ccc(F)cc1)c1c(O)nc[nH]c1=O
→ -4.2 | 0.27
- CCc1cc(=O)[nH]c(SCc2ccc(C)cc2)n1
→ -0.1 | -0.89
- CC1(C)C(c2cccs2)=[N+]([O-])C2(CCCCC/C2=N\NC(N)=S)N1O (stereo not given)
→ 0.1 | 0.69
- O=c1c2ccccc2nc2sc(Nc3cccc(Cl)c3)nn12
→ -1.2 | nt
- O=C(CSCc1ccc(Cl)cc1)N1CCCCC1
→ -2.2 | -0.48
- CC(C)(C)NC(=O)CN(C(=O)C(=O)Nc1ccc2c(c1)OCCO2)N1CCOCC1
→ -0.9 | 1.1
- Cc1ccc(C(C)C)c(OCC(=O)NC2CCN(C)CC2)c1
→ -1.5 | 0.64
- COc1cccc(CNC(=O)c2cccc(S(=O)(=O)N3CCN(c4ccc(F)cc4)CC3)c2)c1
→ 0.8 | -0.93
- CC(=O)C(Sc1nc(N(C)C)nc(N(C)C)n1)C(=O)Nc1ccccc1 (stereo not given)
→ -0.8 | 0.9
- O=C(Nc1nc2nc(-c3ccccc3)cc(-c3ccccc3)n2n1)c1ccco1
→ 0.0 | 0.21
- Cc1ccc(S(=O)(=O)c2nc(S(C)(=O)=O)sc2N2CCOCC2)cc1
→ -2.0 | -1.5
- O=C(Nc1cccnc1)c1ccc(F)cc1
→ -2.7 | 1.4
- COC(=O)c1cc(NS(=O)(=O)c2ccc(NC(C)=O)cc2)ccc1Cl
→ -0.1 | -0.87
- O=C(NNC(=O)c1csc(N2CCOCC2)n1)c1cccnc1
→ -0.7 | -0.77
- O=C1C=CC[C@H](/C=C/C[C@@H](O)C[C@H](O)CCc2ccccc2)O1
→ -0.8 | 1.2
- CSc1ccc(N2C(=O)NC3(CCCCC3)C2=O)cc1
→ -0.1 | -1.1
- O=C(/C=C/c1ccccc1Cl)N(Cc1cccs1)C1CCS(=O)(=O)C1 (stereo not given)
→ -1.1 | 1.7
- CC1(C)C2CCC1(CS(=O)(=O)N1CCC(C(N)=O)CC1)C(=O)C2 (stereo not given)
→ -0.8 | 2
- Cc1ccc(NC(=O)Cn2c(=O)n(Cc3ccco3)c(=N)c3c4c(sc32)COC(C)(C)C4)cc1
→ -2.9 | 0.83
- Cc1cc(SC(C)C(=O)Nc2c(C)n(C)n(-c3ccccc3)c2=O)nc2ccccc12 (stereo not given)
→ -0.3 | 1.6
- CCOC(=O)Nc1ccc2c(CN3CCC(C(=O)OC)CC3)cc(=O)oc2c1
→ -2.2 | -0.59
- COc1cc(-c2nnc(NC(=O)CCS(=O)(=O)c3ccccc3)o2)cc(OC)c1OC
→ 0.7 | 1.9
- CCCN1CCC(=O)N([C@H](CSc2ccc(OC)cc2)CC(C)C)CC1
→ 0.3 | -1.4
- COc1ccc(N(CC(=O)Nc2ccc(S(=O)(=O)N3CCOCC3)cc2)S(=O)(=O)c2ccccc2)cc1
→ -1.3 | 1.7
- CCOc1ccc(CNC(=O)Cn2nc(C)n3nc(-c4ccccc4)cc3c2=O)cc1
→ -1.4 | 1.7
- Cc1cccc(/C=C2/SC(=O)N(Cc3ccccc3Cl)C2=O)n1
→ -2.0 | 0.08
- COC(=O)c1cccc(NC(=S)Nc2cc(Cl)ccc2OC)c1
→ 0.6 | 0.03
- COc1ccc(S(=O)(=O)N(CC(=O)Nc2ccc3c(c2)OCO3)c2ccccc2OC)cc1
→ -0.2 | 0.56
- CCCCNC(=O)CC(NS(=O)(=O)c1ccc(C)cc1)c1ccco1 (stereo not given)
→ -0.7 | -2.3
- Cc1ccc(NC(=O)C2=CCN(S(=O)(=O)c3ccc(F)cc3)CC2)c(C)c1
→ -0.6 | 0.71
- O=C(CNC(=O)c1n[nH]c2ccccc12)Nc1ccc(F)c(F)c1F
→ -1.0 | nt
- CCN(CC)Cc1c(O)ccc2occ(C(=O)c3ccc(OC)cc3)c12
→ -0.5 | -1.4
- O=C(Nc1nncs1)c1ccc(Br)c(S(=O)(=O)N2CCCC2)c1
→ -0.8 | -4.1
- COc1cc(/C=C/C(=O)/C=C(O)/C=C/c2ccc(O)c(OC)c2)ccc1O
→ 61* | nt
- CCN(c1ccccc1)S(=O)(=O)c1ccc(OC)c(NC(=O)CN(C)C)c1
→ 0.6 | 0.28
- COc1cc(/C=N/N2C(=O)C3C4C=CC(CC4)C3C2=O)ccc1O (stereo not given)
→ 0.8 | -0.18

# Going on with the list:
# Under each structure: STK33 kinase inh | Kir21 inh
- COc1ccc2[nH]c(C(=O)Nc3ccccc3Cl)cc2c1
→ -0.3 | -0.06
- CCOC(=O)c1c(-c2ccccc2)oc2ccc(OCC(=O)NN)cc12
→ -1.0 | 0.04
- CCC(C(=O)NC(C)(C)C)N(C(=O)Cn1nnc(-c2ccccc2F)n1)c1cnc2ccccc2c1 (stereo not given)
→ -0.6 | 0.36
- CCCCn1c(Nc2ccc(OC)cc2)nc2ccccc21
→ -1.2 | -1.2
- CC12COC3(C(=O)Nc4cccnc4)CC1CCC32C (stereo not given)
→ -1.3 | -0.62
- Cc1nc(Cl)sc1C(=O)Nc1ccc(Cl)cc1
→ 0.2 | 0.9
- CCOC(=O)N1CCN(C(=O)c2cc3cc(Cl)ccc3[nH]2)CC1
→ -0.7 | 0.66
- CCCC(O)(c1ccc(OC)cc1)C(CN1CCOCC1)c1ccc(Cl)cc1 (stereo not given)
→ 0.1 | -0.01
- COc1ccc2c(Cl)c(C(=O)N/N=C/c3c(C)[nH]c4ccccc34)sc2c1
→ -2.3 | -0.05
- COc1ccc(C(=O)COc2nc(C)cc(C)c2C#N)cc1
→ -0.5 | 1.5
- Cc1ccccc1C(=O)Nc1ccccc1C(=O)N1CCC(C)CC1
→ 0.0 | -1.2
- C=CCC[C@H](Cc1ccc(F)cc1)C(=O)OC[C@H](Cc1c[nH]c2ccccc12)NC(=O)[C@@H](CC=C)CC(=O)N(CCO)Cc1ccccc1
→ -0.6 | nt
